# Screening data: PubChem BioAssay, several laboratories
# TMEM16A inh – inhibitors of mouse TMEM16A calcium-activated chloride channel. normalized B-score (activity score, 25-100; higher = stronger inhibition) at 10 µM. Q8BHY3. 1.2% of 310,000 active. HEK293 TMEM16A/YFP iodide influx fluorescence, ionomycin;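 active = ratio plate-corrected score three or more library SD toward inhibition, starting fluorescence score within five deviations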;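 also: score derived from kinetic fluorescence span divided by baseline fluorescence per well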
# hERG protect – hERG (human) protection from proarrhythmic block; Q12809; activation (rescue from dofetilide block), less the hit threshold, % at 10 µM; CHO-hERG, FluxOR thallium flux, dofetilide IC70 present; 0.51% of 310,000 active;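 active = activation above the mean of controls blocked by dofetilide plus 5 SD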;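 also: thallium influx through hERG after potassium depolarization seen as dye fluorescence rise; in these data hits start at about 4.7%; inactives centre near -7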
# TRPC4 potent – TRPC4 (mouse) allosteric potentiation | Q9QUQ5 | HEK293 TRPC4beta/mu-opioid, DAMGO EC20, Fluo-4 Ca2+ flux; hits give high values | B-score at 10 µM | 0.42% of 310,000 active | AID 2227;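 active = B-score of calcium response area above 5 SD of library B-scores, with initial fluorescence ratio within 5 SD of library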;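 also: B-score of integrated fluorescence ratio over time as area under calcium response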
# TRPC4 act – opens the mouse TRPC4 cation channel. 0.49% of 310,000 active. HEK293 TRPC4beta/mu-opioid, Fluo4 calcium fluorescence; hits give high values. B-score at 10 µM. Q9QUQ5. AID 2237;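 active = B-score above 5 SD of library B-scores, and initial fluorescence ratio not above library mean plus 5 SD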;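 also: positive B-score marks a calcium rise read as TRPC4 activation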
#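 System: HEK293 cells stably co-expressing mouse TRPC4beta and mu-opioid receptor; Schedule: Fluo4 dye loading 45 min at room temperature, 110 s recording; Detection: Fluo4 fluorescence, kinetic; Evaluation: B-scored integrated calcium fluorescence ratio; Controls: buffer (low) and maximal DAMGO (high).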
# Dyrk1A ADPGlo – Dyrk1A (rat) kinase inhibition; Q63470; ADP-Glo luminescence, NFATc1 peptide; inhibition, % at 12.5 µM; 0.43% of 310,000 active; AID 504441; in the data active = inhibition above about 50%;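 also: plate controls were vehicle with enzyme for no effect and no enzyme for full effect; many of its hits are not listed in these tables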
# KCNQ1 inh – human KCNQ1 channel inhibition; 1.3% of 310,000 active; CHO-K1 KCNQ1, FluxOR thallium flux fluorescence; hits give high values; B-score at 10 µM; P51787;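 active = compounds whose thallium flux B-score, printed positive for inhibition, exceeds three library SD while starting fluorescence stays within three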;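 also: channel opened by potassium depolarization with thallium stimulus after 20 min compound exposure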
# ANO1 activ – activators or potentiators of mouse TMEM16A chloride channel | Q8BHY3 | HEK293 TMEM16A/YFP-H148Q/I152L, iodide quench fluorescence; hits give low values | B-score at 10 µM | 0.3% of 340,000 active;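 active = fluorescence-ratio B-score plate-corrected deviation score at least 3 library SD below zero, with starting fluorescence score within 5 deviations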;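 also: channel opened by trigger with iodide after compound preincubation; score built on the fluorescence ratio of max minus min over baseline; more negative score means more quench and so TMEM16A activation or potentiation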
# KCNK9 inh – inhibitors of human KCNK9 two-pore domain potassium channel; Q9NPC2; HEK293 KCNK9, FluxOR thallium flux fluorescence; hits give low values; B-score at 10 µM; 1.2% of 310,000 active;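 active = ratio B-score over 3 SD below the library mean, with starting fluorescence within 5 SD of its mean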;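 also: negative B-score means less thallium flux so channel inhibition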
# HDAC3 inh – blocks human histone deacetylase 3; O15379; recombinant HDAC3, fluorogenic peptide/trypsin coupled, fluorescence; inhibition, % at 8.3 µM; 0.15% of 320,000 active; in the data active = inhibition above about 26%, passing the limit was not always enough; inconclusive = no clear call, values can overlap the other calls
# Target sequence (O15379 whole entry, looked up): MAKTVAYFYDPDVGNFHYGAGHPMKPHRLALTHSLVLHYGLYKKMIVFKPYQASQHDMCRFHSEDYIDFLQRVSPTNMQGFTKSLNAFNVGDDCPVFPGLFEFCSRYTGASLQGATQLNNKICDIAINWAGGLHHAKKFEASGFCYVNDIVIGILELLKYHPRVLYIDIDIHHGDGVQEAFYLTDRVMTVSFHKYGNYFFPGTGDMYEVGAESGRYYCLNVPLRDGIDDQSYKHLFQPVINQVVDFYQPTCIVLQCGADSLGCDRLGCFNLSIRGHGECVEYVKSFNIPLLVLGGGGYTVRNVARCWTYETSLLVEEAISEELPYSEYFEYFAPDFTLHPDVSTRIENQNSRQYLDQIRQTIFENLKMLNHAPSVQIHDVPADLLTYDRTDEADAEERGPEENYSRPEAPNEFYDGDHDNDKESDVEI
# KCNQ1 pot – potentiates or activates the human KCNQ1 potassium channel. P51787. CHO-K1 KCNQ1, thallium flux FluxOR fluorescence; hits give high values. B-score at 10 µM. 0.35% of 310,000 active. AID 2648;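 active = fluorescence ratio B-score, a plate-corrected score, at least three library SD, with initial intensity B-score within 5 SD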
#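 assay system = KCNQ1-transfected CHO-K1 cells | medium = assay buffer with matched DMSO | probe or stimulus = depolarizing K+/Tl+ stimulus, K2SO4 and Tl2SO4 each 12.5 mM in 5x stock | dosing = single dose | incubation = dye 90 min, compound 20 min, room temperature | detection = kinetic FluxOR fluorescence, 10 s baseline plus 110 s post-stimulus | evaluation = ratio B score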
# KCNK3 inh – human KCNK3 channel inhibition, primary screen; 0.84% of 340,000 active; B-score at 10 µM; AID 602410; CHO-KCNK3 thallium flux, FluxOR fluorescence; hits give low values;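 active = B-score under library mean minus 4 SD, starting fluorescence ratio at most library mean plus 5 SD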;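 also: more negative B-score means stronger inhibition of thallium flux through KCNK3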
# Target sequence (O14649 whole entry, looked up): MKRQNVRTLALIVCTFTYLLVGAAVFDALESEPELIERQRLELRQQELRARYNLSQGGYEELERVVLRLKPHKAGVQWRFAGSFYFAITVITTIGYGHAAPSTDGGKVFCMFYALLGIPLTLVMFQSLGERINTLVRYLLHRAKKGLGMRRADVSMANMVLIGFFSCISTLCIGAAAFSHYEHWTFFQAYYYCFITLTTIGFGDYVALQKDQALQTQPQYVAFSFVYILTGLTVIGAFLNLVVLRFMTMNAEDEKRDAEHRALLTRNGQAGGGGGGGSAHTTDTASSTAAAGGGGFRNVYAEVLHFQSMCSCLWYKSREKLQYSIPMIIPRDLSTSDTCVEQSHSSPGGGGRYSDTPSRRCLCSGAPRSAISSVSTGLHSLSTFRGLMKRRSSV
# * marks the source's active call; other numbers are inactive results; i = inactive; u = inconclusive; x = not tested or not shown. The list is partial (hit frequency here may not be typical).
SMILES,TMEM16A inh,hERG protect,TRPC4 potent,TRPC4 act,Dyrk1A ADPGlo,KCNQ1 inh,ANO1 activ,KCNK9 inh,HDAC3 inh,KCNQ1 pot,KCNK3 inh
COCc1nc2ccccc2n1Cc1ccccc1,i,-7,i,i,5,i,i,i,2,i,i
CCOC(=O)CNC(=S)N(Cc1cccs1)C1CCCCC1,i,-9,i,i,-2,i,i,i,-1,i,i
CCc1ccccc1NC(=O)CN(c1ccc(OC)cc1OC)S(=O)(=O)c1ccccc1,i,-8,i,i,-2,i,i,i,11,i,i
N#C/C(=C\c1ccccc1C(=O)O)c1nc2ccccc2[nH]1,i,-5,i,i,0,i,i,i,4,i,i
Cc1cc(C)cc(NS(=O)(=O)c2ccc3[nH]c(=O)ccc3c2)c1,i,-4,i,i,10,i,i,i,-3,i,i
CC(C)OC(=O)/C(C#N)=C\c1cccnc1,i,-6,i,i,5,i,i,i,-14,i,i
CCn1c(C(=O)OC)cc2c1ccn2-c1ccc(F)cc1,i,-3,i,i,1,i,i,i,12,i,i
Cc1cc2c(=O)n(CC(=O)NCC(=O)N3CCN(Cc4ccccc4)CC3)cnc2s1,i,-6,i,i,4,i,i,-11*,2,i,i
CC1CCCC(C)N1C(=O)COC(=O)CNC(=O)c1sc2ccccc2c1Cl (centres undefined),i,-2,i,i,-5,i,i,i,x,i,i
O=C(NC(=O)c1ccccc1O)c1ccc(C(F)(F)F)cc1,i,-5,i,i,x,i,i,i,0,i,i
CCN(C(=O)c1cc2c(=O)[nH]c3ccc(C)cc3c2s1)c1ccc(F)cc1,i,-7,i,i,7,i,i,i,-1,i,i
Cc1ccsc1C(=O)Nc1ccc(C(=O)O)cc1,i,x,x,x,12,x,i,x,-1,x,i
O=C(NC(Cc1ccccc1)C(=O)O)/C(=C\c1ccccc1)NC(=O)c1ccco1 (centres undefined),i,-3,i,i,-2,i,i,i,-3,i,i
CCOc1ccc2nc(NCCCNS(=O)(=O)c3ccc(F)cc3)c(C#N)cc2c1,i,-8,i,i,1,i,i,i,-11,i,i
CN(C)S(=O)(=O)c1cc(NC(=O)CN2CCCc3ccccc32)ccc1Cl,i,-18,i,i,x,i,i,i,13,i,i
O=C(/C=C/c1ccco1)Nc1ccc2nn(-c3ccccc3)nc2c1,i,-8,i,i,-10,i,i,i,5,i,i
OC(COc1ccccc1)CN1CCC(Cc2ccccc2)CC1 (centres undefined),i,-6,i,i,-11,i,i,i,0,i,i
O=C(O)CNC(=S)N(Cc1ccccc1Cl)C1CCCCC1,i,-11,i,i,-4,i,i,i,0,i,i
Cc1ccc(Nc2nc(-c3sc(NC(=O)c4ccc([N+](=O)[O-])cc4)nc3C)cs2)cc1,i,-3,i,i,x,i,x,i,1,i,x
CCC1CCCCN1C(=S)Nc1cccc(S(=O)(=O)N(C)C)c1 (centres undefined),i,-4,i,i,-2,i,i,i,3,i,i
COc1ccc2c(c1)[nH]c1c(Cl)ncnc12,i,-10,i,i,65*,i,i,i,-4,i,i
Cn1cccc1/C=N/N1CCN(c2ccccn2)CC1,i,-4,i,i,0,i,i,i,3,i,i
COc1ccc(C)cc1S(=O)(=O)N(C)CC(=O)N1CCN(C)CC1,i,-2,i,i,-6,i,i,i,6,i,i
S=C(c1ccc(Br)cc1)N1CCN(Cc2ccccc2)CC1,i,-13,i,i,-3,i,i,i,3,i,i

# Reprinted from the part before: 2 compounds, then new ones.
SMILES,TMEM16A inh,hERG protect,TRPC4 potent,TRPC4 act,Dyrk1A ADPGlo,KCNQ1 inh,ANO1 activ,KCNK9 inh,HDAC3 inh,KCNQ1 pot,KCNK3 inh
COc1ccc(C)cc1S(=O)(=O)N(C)CC(=O)N1CCN(C)CC1,i,-2,i,i,-6,i,i,i,6,i,i
S=C(c1ccc(Br)cc1)N1CCN(Cc2ccccc2)CC1,i,-13,i,i,-3,i,i,i,3,i,i
CSCc1cc(N(C)c2ccccc2)nc(-c2ccccn2)n1,i,-10,i,i,-6,i,i,i,7,i,i
O=C(CCSc1ccc(Cl)cc1)N1CCCCCC1,i,-7,i,i,1,i,i,i,0,i,i
CCCC(=O)Nn1cnc2c(c1=O)C1(CCCCC1)Cc1ccccc1-2,i,-13,i,i,10,i,i,i,u,i,i
CCC1=C2CC[C@H]3C(=O)N(CC(=O)OC)C(=O)[C@H]3[C@H]2[C@@]2(C)C(=NCC(=O)OC)OC(=O)N2C1=O,i,-3,i,i,-5,i,i,i,-1,i,i
CCc1ccc(NC(=O)CN(c2ccc3c(c2)OCO3)S(=O)(=O)c2c(C)noc2C)cc1,i,-2,i,i,12,i,i,i,8,i,i
FC(F)(F)c1cccc(NC(=S)NCc2ccccn2)c1,i,-4,i,i,2,i,i,i,-4,i,i
CCOC(=O)C1=C(C)NC(=O)C1(NC(=O)c1cccnc1)C(F)(F)F (centres undefined),i,-2,i,i,-4,i,i,i,0,i,i
COCCNC(=O)c1c(CSc2ccc(Cl)cc2)noc1C(=O)NCc1ccccc1,i,0,i,i,x,i,i,i,0,i,i
CC(C)Cn1c(CN2CCN(C(=O)c3ccco3)CC2)nc2c1c(=O)n(C)c(=O)n2C,i,-12,i,i,-6,i,i,i,-5,i,i
COc1ccc(-c2cc(C(F)(F)F)nc(SCC(=O)N3CC(C)OC(C)C3)n2)cc1OC (centres undefined),x,-6,i,i,-2,i,-4.6*,i,x,i,i
CN(CC#CCC(c1ccccc1)c1ccccc1)C(C)(C)C,i,-19,i,i,-9,i,i,i,-1,i,i
N#C/C(=C\c1cccc([N+](=O)[O-])c1)C(=O)NCc1cccnc1,i,-10,i,i,-4,i,i,i,x,i,i

# Some values from the results shown:
# CCc1ccc(NC(=O)CN(c2ccc3c(c2)OCO3)S(=O)(=O)c2c(C)noc2C)cc1 in hERG protect reads -2
# N#C/C(=C\c1ccccc1C(=O)O)c1nc2ccccc2[nH]1 in hERG protect reads -5
# CCOc1ccc2nc(NCCCNS(=O)(=O)c3ccc(F)cc3)c(C#N)cc2c1 in HDAC3 inh reads -11
# S=C(c1ccc(Br)cc1)N1CCN(Cc2ccccc2)CC1 in HDAC3 inh reads 3
# O=C(/C=C/c1ccco1)Nc1ccc2nn(-c3ccccc3)nc2c1 in Dyrk1A ADPGlo reads -10
# COc1ccc(C)cc1S(=O)(=O)N(C)CC(=O)N1CCN(C)CC1 in Dyrk1A ADPGlo reads -6

# Continuation.
SMILES,TMEM16A inh,hERG protect,TRPC4 potent,TRPC4 act,Dyrk1A ADPGlo,KCNQ1 inh,ANO1 activ,KCNK9 inh,HDAC3 inh,KCNQ1 pot,KCNK3 inh
CC(=O)N(CCC1(C(C)C)CCOC(C)(C)C1)C(C)c1cccs1 (centres undefined),i,-3,i,i,2,i,i,i,-2,i,i
CCOc1ccc(N(Cc2ccc(OC)cc2)C(=O)c2ccco2)cc1,i,-12,i,i,1,i,i,i,1,i,i
COc1ccc(NC(=O)NNC(=O)c2cc(C3CC3)nc3ccccc23)c(OC)c1,i,-9,i,i,-4,i,i,i,-2,i,i
O=C(CCNC(=O)c1ccccc1Cl)NCCc1ccc(C(F)(F)F)cc1,i,-3,i,i,-3,i,i,i,1,i,i
NC(=O)CC(NC(=O)c1ccccc1)c1ccc(NCCc2cccc(F)c2)c([N+](=O)[O-])c1 (centres undefined),i,-5,i,i,0,i,i,i,8,i,i
CCOC(=O)C1CCN(C(=O)Nc2ccc(OC)c(OC)c2)CC1,i,-9,i,i,13,i,i,i,-4,i,i
COc1ccc(NC(=O)c2sc3nc(C)nc(N4CCN(c5ccccn5)CC4)c3c2C)c(OC)c1,i,-9,i,i,1,i,i,i,-11,i,i
CCc1cc2c(SCC(=O)c3cccs3)ncnc2s1,i,-10,i,i,-4,i,i,i,x,i,i
COc1ccc(C(=O)NNC(=O)CSc2nnc(COc3ccccc3)n2C)cc1,i,-4,i,i,x,i,i,i,-1,i,i
COc1ccccc1/C=C/C(=O)c1ccc(NC(C)=O)cc1,i,-3,i,i,4,i,i,i,5,i,i
CC(=O)N1CCCC(C(=O)c2ccc3c4c(cccc24)CC3)C1 (centres undefined),i,-10,i,i,2,i,i,i,-6,i,i
COc1cc(NC(=O)c2cccs2)c(C(=O)OCC(=O)NCc2ccco2)cc1OC,i,-11,i,i,2,i,i,i,5,i,i
Cc1ccc(CNC(=O)CSc2nc3ccsc3c(=O)n2NC(=O)c2ccccc2)cc1,i,-13,i,i,6,i,i,i,6,i,i
COc1cccc(C(=O)Nc2nc3c(s2)CN(C)CC3)c1,i,-6,i,i,14,i,i,i,-11,i,i
O=c1oc(-c2ccc(Br)cc2)nc2ccccc12,i,-8,i,i,-5,i,i,i,1,i,i
CC(=O)Cc1nsc(Nc2ccc3c(c2)OCCO3)n1,i,-5,i,i,5,i,i,i,-2,i,i
Fc1ccccc1-c1nc(-c2ccccc2)no1,i,-8,i,i,-7,i,i,i,0,i,i
Cc1cc2c(ncn2C)c(NS(=O)(=O)c2cc(Cl)ccc2Cl)c1C,i,-14,i,i,-2,i,i,i,-1,i,i
Nc1nc(-c2cccnc2)nn1C(=O)Cc1ccccc1,i,-9,i,i,7,i,i,i,4,i,i
CCS(=O)(=O)N1CCC(C(=O)NCc2ccccc2OC)CC1,i,1,i,i,-8,i,i,i,-5,i,i
CCN(CC)S(=O)(=O)c1ccc(N2CCN(CCO)CC2)nc1,i,-2,i,i,-7,i,i,i,-5,i,i
CCOc1ccc(NC(=O)C2CCCCN2S(=O)(=O)c2ccccc2)cc1 (centres undefined),i,-16,i,i,-1,i,i,i,-7,i,i
COc1cc2c(cc1NC(=O)Cn1cnc3c1c(=O)n(C)c(=O)n3C)oc1ccccc12,x,1,i,i,x,i,x,i,x,i,x
CC(C)c1ccc(N(C)C(=O)Cc2c(C(=O)O)n(C)c3ccccc23)cc1,i,-4,i,i,8,i,i,i,9,i,i
CCC1=NN2C(=N)/C(=C\c3ccc(OCCOc4ccc(NC(C)=O)cc4)c(OC)c3)C(=O)N=C2S1,i,-6,i,i,-2,i,i,i,3,i,i
O=C(N/N=C/c1ccccn1)c1cc(-c2ccccc2Cl)n[nH]1,i,-7,i,i,51*,i,i,i,9,i,i
CC(=O)c1sc(NCc2ccccc2)nc1C,i,-8,i,i,2,i,i,i,-3,i,i
Cc1nn(CCCC(=O)NCc2ccc(Cl)cc2)c(C)c1[N+](=O)[O-],i,-5,i,i,4,i,i,i,-3,i,i
Cc1c(NC(=O)C(C)OC(=O)/C=C/c2ccc(OC(F)F)cc2)c(=O)n(-c2ccccc2)n1C (centres undefined),i,-7,i,i,-2,i,i,i,5,i,i
